Screening results from PubChem BioAssay.
HEK293 tox: cytotoxicity counter-screen for GLP-1 receptor inverse agonists | 410,000 tested, 0.13% active | HEK293 cAMP-luciferase reporter cells, luminescence, 24 h | Potency, µM (titrated, usually from 38.3 µM), for the others: at the top dose activity change, negative = inhibition, most hits filed as inhibitors | AID 624418;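 note: loss of luciferase light is scored as toxicity; potency is the fitted concentration of half-maximal effect; % is set by controls: 0 for no effect and ±100 for the full control effect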
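MLSMR compounds, 24 hr on cells at 37 deg C/5% CO2; luminescence after luciferase reagent (12 min RT). Inhibition counted as the undesired cytotoxic outcome.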
aSyn yeast inh: alpha-synuclein toxicity inhibition in yeast; Yeast expressing alpha-synuclein, growth rescue, BacTiter-Glo, 24 h; Potency, µM (top dose mostly 46.1 µM), inactives show top-dose growth rescue (activation), actives largely listed as activators; 370,000 tested, 0.14% active; AID 652106; note: potency is the fitted concentration of half-maximal effect; % of control where 0% means no effect; nearly all actives have a fitted effect of over 65% in size
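Screening used galactose-induced yeast with toxic alpha-synuclein levels, exposed to compound for 24 hr at 30 deg C. Cell growth, read with BacTiter-Glo luminescence, gave the measured signal.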
PTHR1 agonist: activates the human parathyroid hormone receptor PTHR1. Q03431. Potency, µM (series often up to 115 µM), for inactives: at the top dose activation, hits mostly activators. HEK293 GP2 PTHR1 cells, GloSensor cAMP luminescence, 1 h. AID 743266. 410,000 tested, 0.075% active; note: potency is the fitted concentration of half-maximal effect; nearly all actives have a fitted effect of over 55% in size; some results filed as inactive show a strong effect at the top dose; inactives centre near -15; many of its hits are not listed in these tables
Target sequence (Q03431 whole entry, looked up): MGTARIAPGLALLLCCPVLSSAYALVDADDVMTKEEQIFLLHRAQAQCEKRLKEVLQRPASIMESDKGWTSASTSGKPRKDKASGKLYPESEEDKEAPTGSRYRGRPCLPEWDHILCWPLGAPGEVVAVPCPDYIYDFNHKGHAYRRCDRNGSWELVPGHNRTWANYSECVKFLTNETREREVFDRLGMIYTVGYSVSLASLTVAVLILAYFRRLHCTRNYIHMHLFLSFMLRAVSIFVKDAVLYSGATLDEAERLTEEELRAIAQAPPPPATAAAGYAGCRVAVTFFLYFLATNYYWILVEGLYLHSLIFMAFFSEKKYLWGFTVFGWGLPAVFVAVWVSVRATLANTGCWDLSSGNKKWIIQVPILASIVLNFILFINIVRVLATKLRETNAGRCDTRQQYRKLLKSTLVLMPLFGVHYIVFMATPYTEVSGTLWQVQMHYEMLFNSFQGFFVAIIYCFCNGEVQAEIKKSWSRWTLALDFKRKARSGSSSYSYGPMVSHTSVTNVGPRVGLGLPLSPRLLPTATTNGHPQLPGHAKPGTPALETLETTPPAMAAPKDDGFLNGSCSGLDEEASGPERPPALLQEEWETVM
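HEK-293-derived GP2 cells expressing PTHR1 and a GloSensor cAMP reporter, 3,000/well, plated overnight, given luciferin plus IBMX (each 0.5 mM as added) for 1 h at 37 °C, then compound for 1 h at 37 °C. Luminescence was read after 15 min at room temperature.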
Mm-Cpn inhibitor: M. maripaludis TRiC chaperonin inhibition | purified Mm-Cpn ATPase, ADP Transcreener TR-FRET | Potency, µM (top dose mostly 76.9 µM), for inactives: at the highest dose activity, negative = inhibition, most hits filed as inhibitors | 330,000 tested, 0.031% active | AID 504842; note: potency is the fitted concentration of half-maximal effect; % is set by controls: 0 for no effect and ±100 for the full control effect; nearly all actives have a fitted effect of over 80% in size
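Purified archaeal Mm-CPN (25nM final) preincubated 10 min at 37degC with compound, then 10uM ATP for 30 min at 37degC; ADP measured by HTRF Transcreener TR-FRET; buffer 30 mM TRIS pH 7.4, 100mM KCl, 5mM MgCl2, 1mM DTT.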
TDP43 rescue: TDP-43 toxicity inhibition in yeast. TDP-43 expressing yeast growth rescue, BacTiter-Glo, 24 h. Potency, µM (titrated, usually from 46.1 µM), for inactives: at the top dose growth rescue (activation), hits mostly activators. 410,000 tested, 1.8% active. AID 652104; note: potency is the fitted concentration of half-maximal effect; % of control where 0% means no effect; nearly all actives have a fitted effect of over 50% in size
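Cell-based yeast growth screen: TDP-43 expression induced in galactose, inoculum OD600=0.02 after raffinose pregrowth to mid-log. Read-out BacTiter-Glo luminescence at 24 hr, 30 deg C; inhibition of toxicity seen as signal increase.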
Abeta yeast res: compounds reversing amyloid beta toxicity in yeast | Potency, µM (series often up to 46.1 µM), for the others: top-dose growth rescue, most hits filed as activators | AID 1347071 | yeast expressing A-beta42, growth rescue, OD600, 48 h; response scale: 0% DMSO, 100% iron-clioquinol control | 410,000 tested, 0.063% active; note: potency is the fitted concentration of half-maximal effect; nearly all actives have a fitted effect of over 55% in size
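Yeast growth medium received pinned compounds, then yeast cells expressing toxic A-beta were added; plates incubated at 30 C for 48 hr. Growth read as absorbance at 600 nm, normalized to DMSO and equimolar FeCl3 plus clioquinol controls.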
FUS yeast rescue: FUS proteinopathy suppression in yeast. S. cerevisiae FUS-expressing, growth rescue, OD600, 24 h. Potency, µM (titrated, usually from 76.6 µM), inactives show at the highest dose growth rescue (activation), actives largely listed as activators. 390,000 tested, 0.24% active;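 note: potency is the fitted concentration of half-maximal effect; plate controls were DMSO vehicle for no effect and reference control for full effect; nearly all actives have a fitted effect of over 55% in size; some results filed as inactive show a strong effect at the top dose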
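Steps: raffinose overnight preculture; dilution to OD 0.005 in 2% galactose minimal medium; compound addition (concentration series); 24hr at 30C, 99% humidity; absorbance read at 600 nm.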
pAkt inh: inhibitors of Akt phosphorylation; Neuro2A IGF-stimulated pAkt S473 HTRF, 20 min; stronger effect = lower value; activity change, % for hits at 50 µM; 360,000 tested, 0.32% active; in the data active = activity change below about -80%; inconclusive = mostly about -51% to -80%; note: % is set by controls: 0 for no effect and ±100 for the full control effect
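Neuro2A cells in DMEM with 0.5% FBS, overnight at 37 deg C, given compound at single 50 µM final, then IGF (6 nM final) for 20 min at 37 deg C. Lysed; phospho-Akt Ser473 by HTRF after 24 h, 665/615 ratio.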
GLP1R inv ag: GLP-1 receptor (human) inverse agonism. P43220. 410,000 tested, 1.6% active. AID 624417. Potency, µM (doses to about 38.3 µM), inactives show at the top dose activity change, negative = inhibition, most hits filed as inhibitors. HEK293 GLP-1R CRE-luciferase, luminescence, 24 h; GLP-1R form is constitutively active; note: potency is the fitted concentration of half-maximal effect; % is set by controls: 0 for no effect and ±100 for the full control effect; nearly all actives have a fitted effect of over 55% in size
Target sequence (P43220 whole entry, looked up): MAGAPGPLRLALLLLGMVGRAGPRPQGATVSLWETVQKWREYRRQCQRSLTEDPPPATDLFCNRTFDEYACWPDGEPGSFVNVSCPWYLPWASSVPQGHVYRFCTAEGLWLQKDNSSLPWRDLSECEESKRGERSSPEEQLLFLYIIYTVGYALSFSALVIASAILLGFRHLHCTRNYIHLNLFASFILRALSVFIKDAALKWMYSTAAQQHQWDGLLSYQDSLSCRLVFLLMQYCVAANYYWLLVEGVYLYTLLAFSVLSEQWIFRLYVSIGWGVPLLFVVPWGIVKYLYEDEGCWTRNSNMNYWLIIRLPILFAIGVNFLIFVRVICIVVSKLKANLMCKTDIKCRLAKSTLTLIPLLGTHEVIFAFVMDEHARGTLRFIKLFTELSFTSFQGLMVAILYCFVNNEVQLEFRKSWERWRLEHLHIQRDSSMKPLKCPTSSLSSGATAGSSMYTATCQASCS
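Constitutively active GLP-1R drives a cAMP-responsive luciferase in stably transfected HEK293 cells; test compounds are added after overnight (12 h) attachment and left 24 hr, and signal loss in luminescence marks inhibition.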
Active calls of the source: *; i = inactive; ? = inconclusive; / = not tested or not shown; & = joins results of further samples; [ ] = another dose, or the depositor's remark. Unless noted, calls come from the whole dose curve; as a rule, active = well fitted curve in the direction sought with a large enough effect; inconclusive = small, poorly fitted or top-dose-only effect, or another doubt; inactive = no such curve, though single readings can be large; an effect the other way counts as inactive or inconclusive. An excerpt. The share of hits here may be higher or lower than overall.

SMILES	HEK293 tox	aSyn yeast inh	PTHR1 agonist	Mm-Cpn inhibitor	TDP43 rescue	Abeta yeast res	FUS yeast rescue	pAkt inh	GLP1R inv ag
COc1ccccc1CCNC(=O)c1nc(-c2cccs2)no1	2.7%	6.8%	-23.9%	-1.4%	-22.2%[0.397 µM]	16.0%	12.6%	i	?
C=CCn1c(SCC(=O)Nc2sccc2C(N)=O)nc2ccccc2c1=O	-1.7%	-0.9%	-10.2%[57.5 µM]	-13.6%	-13.7%	-5.7%	3.5%	/	-29.4%
CC(C(O)c1cc(=O)c(OCc2ccccc2)co1)[N+](=O)[O-] (stereo not given)	-3.2%	0.4%	i	/	3.3%	7.2%	7.7%	i	3.9%
Cc1nn(-c2ccccc2)c(OC(=O)c2ccc(Br)cc2)c1S(=O)(=O)c1ccccc1	2.5%	/	-42.6%[inhibitor]	/	-42.0%[inhibitor]	-14.8%	-21.6%	/	-2.1%
CSc1nc(S(=O)(=O)c2ccc(C)cc2)c(N2CCOCC2)s1	1.2%	-6.5%	-20.4%	/	7.5%	-6.7%	-16.6%	i	-14.5%
COc1ccc(-c2cc(C(F)(F)F)nc(NCCc3ccccc3)n2)cc1OC	1.2%	/	-4.8%	/	18.3%	2.7%	-30.8%	/	18.8%
CCOC(=O)N1CCN(Cc2nc3c(c(=O)n(C)c(=O)n3C)n2Cc2ccc(F)cc2)CC1	-8.2%	0.7%	-26.0%	-1.4%	0.4%	9.3%	9.0%	i	10.3%
CCc1nc(N2CCN(C(=O)c3ccco3)CC2)c2c3c(sc2n1)CCCC3	-22.5%	-9.8%	-24.6%	-1.3%	?	-10.7%	17.2%	i	?
COC(=O)c1sccc1NC(=O)Cc1ccc(Br)cc1	-2.5%[1.53 µM]	4.9%	i	2.2%	27.7%	-7.7%	17.6%	i	?
c1csc(-n2nc3ccccc3n2)c1	-5.9%	11.7%	-14.3%	2.0%	25.3%	16.0%[9.22 µM]	-50.7%	i	-4.7%
COCc1cc(=O)oc2cc(NC(=O)c3ccc(C(C)(C)C)cc3)ccc12	-0.3%	1.9%	i	-1.6%	0.0%	-4.9%	14.5%	i	-12.8%
CC(=O)c1ccc(NC(=O)CN2CCOCC2)cc1	3.4%	0.2%	i	0.4%	-3.9%	-4.6%	-3.0%	i	4.3%

An excerpt of these results, with bars between the fields:
SMILES | HEK293 tox | aSyn yeast inh | PTHR1 agonist | Mm-Cpn inhibitor | TDP43 rescue | Abeta yeast res | FUS yeast rescue | pAkt inh | GLP1R inv ag
C=CCn1c(SCC(=O)Nc2sccc2C(N)=O)nc2ccccc2c1=O | -1.7% | -0.9% | -10.2%[57.5 µM] | -13.6% | -13.7% | -5.7% | 3.5% | / | -29.4%
CC(C(O)c1cc(=O)c(OCc2ccccc2)co1)[N+](=O)[O-] (stereo not given) | -3.2% | 0.4% | i | / | 3.3% | 7.2% | 7.7% | i | 3.9%
Cc1nn(-c2ccccc2)c(OC(=O)c2ccc(Br)cc2)c1S(=O)(=O)c1ccccc1 | 2.5% | / | -42.6%[inhibitor] | / | -42.0%[inhibitor] | -14.8% | -21.6% | / | -2.1%
CSc1nc(S(=O)(=O)c2ccc(C)cc2)c(N2CCOCC2)s1 | 1.2% | -6.5% | -20.4% | / | 7.5% | -6.7% | -16.6% | i | -14.5%
COc1ccc(-c2cc(C(F)(F)F)nc(NCCc3ccccc3)n2)cc1OC | 1.2% | / | -4.8% | / | 18.3% | 2.7% | -30.8% | / | 18.8%

(continued)
SMILES	HEK293 tox	aSyn yeast inh	PTHR1 agonist	Mm-Cpn inhibitor	TDP43 rescue	Abeta yeast res	FUS yeast rescue	pAkt inh	GLP1R inv ag
Cc1cc(NC(=O)C(C)Oc2ccc(Cl)cc2Cl)no1 (stereo not given)	0.9%	-16.0%	-12.0%	-2.9%	-3.8%	-40.8%[inhibitor]	12.4%	i	?
CCOC(=O)c1c(C)c(C(=O)N2CCN(c3cccc(Cl)c3)CC2)c(C)n1C	-0.4%	9.5%	-2.4%[57.5 µM]	2.2%	-0.7%	7.4%	?	i	0.0%
C/C(=N\NC(=O)c1ccc(Cl)cc1)c1cccc(NC(=O)c2cccnc2)c1	-3.7%	0.7%	-10.6%	0.9%	-22.0%	-7.6%	24.3%	i	13.6%
NC(=O)c1cccc(NC(=O)Nc2ccc(Cl)cc2)c1	13.3%	0.4%	i	-0.7%	-8.3%	11.3%	-8.4%	i	41.0%[activator]
Cc1cc(C)n(-c2nc(NCC3CCCO3)c3c4c(sc3n2)COC(C)(C)C4)n1 (stereo not given)	3.16µM*	12.6%	-8.4%[57.5 µM]	-0.6%	?	-16.1%	32.4%	i	?
CCC1CCC2(CC1)NNC(=S)NN2	-8.0%	-13.7%	i	1.5%	22.0%	2.9%	/	i	8.2%
COc1ccc(NC(=O)CC#N)cc1OC	-18.7%	-1.7%	-1.9%	-1.9%	-5.5%	4.5%	18.4%	i	12.5%
O=C(Nn1cnnc1)c1cc(-c2cccc(Br)c2)nc2ccccc12	0.7%	-11.6%	-11.1%	1.4%	6.6%	0.4%	23.9%	i	3.1%
CCOC(=O)c1cnn(-c2ccccc2)c1NC(=O)c1ccccc1C	1.7%	2.3%	i	/	-13.0%	-17.2%	-6.0%	i	2.8%
Cc1cc(-n2c(C)cc(C(=O)CSc3[nH]c(=O)cc(C(F)(F)F)c3C#N)c2C)no1	17.9%	-1.0%	-8.0%	1.6%	-2.8%	11.5%	-6.1%	i	?
COCc1nc(-c2cc(Br)ccc2OC)no1	36.0%	10.9%	i	/	?	25.4%	-8.7%	i	1.4%
O=C(OCc1ccccc1F)c1cc([N+](=O)[O-])ccc1N1CCOCC1	-26.5%	5.3%	-17.7%	0.7%	35.5µM*	15.1%	/	i	0.1%
CCOc1cc(C2C3=C(CC(C)(C)CC3=O)N(C)C3=C2C(=O)CC(C)(C)C3)ccc1O	-9.7%	-0.8%	-12.0%	1.8%	19.3%	13.7%	-3.8%	i	13.7%
O=C(Cc1ccc(Cl)cc1)N1CCc2ccccc2C1	4.3%	10.0%	-1.0%	/	?	10.3%	21.8%	i	?
CCOC(=O)c1c(C)[nH]c(C(=O)OCC(=O)N2CCCC2=O)c1C	-1.0%	-6.1%	-12.8%	-2.2%	24.1%	-3.2%	-0.9%	i	11.6%
CCOc1ccc(N(C(=O)c2ccc(S(=O)(=O)N3CCCC3)cc2)C2C=CS(=O)(=O)C2)cc1 (stereo not given)	-10.2%	4.3%	i	-7.8%	0.5%	1.0%	/	i	8.7%
O=C1CS(=O)(=O)c2ccccc2N1	2.4%	-9.0%	i	-0.2%	-2.6%	7.1%	-0.5%	i	22.1%
O=C(CSc1nnc(NC(=O)C2CC(=O)N(c3ccc(F)cc3)C2)s1)NCC1CCCO1 (stereo not given)	-0.2%	-1.2%	-18.1%	0.7%	-11.2%	2.4%	/	i	12.2%
Cc1ccc(NC(=O)c2cc(N3C(=O)C=CC3=O)ccc2Cl)cc1C	-0.3%	-78.5%[inhibitor]	-10.4%	0.0%	?	-95.1%[inhibitor]	20.2%	i	3.8%
CCOc1ccc(C(=O)CSc2nc3cc(C(=O)NC4CCCC4)ccc3c(=O)n2CC2CCCO2)cc1 (stereo not given)	5.3%	/	i	/	5.7%	-12.4%	-0.3%	/	13.6%
COC(=O)[C@@]1(Cc2ccccc2)[C@H]2C(=O)N(Cc3ccccc3)C(=O)[C@H]2[C@H]2CN=C(SCc3ccc(C)cc3)N21	0.3%	11.7%	i	2.6%	18.3%	10.4%	10.7%	i	?
C(=N\Nc1ccccn1)/c1ccc2c(c1)OCCO2	9.5%	-10.2%	-45.3%[inhibitor]	-0.4%	13.7%	-17.6%	14.0%	i	?
CC1(C(=O)N2CCC(CC3CC(c4ccc(Cl)cc4)=NO3)(C(=O)NCC3CCCCC3)CC2)CC1 (stereo not given)	-1.0%	-0.7%	-15.1%	-1.2%	30.9%	-0.2%	22.4%	i	-28.0%
C[C@@H]1CN([C@@H](C)CO)C(=O)CCCn2nncc2CO[C@@H]1CN(C)C(=O)CCC(F)(F)F	-5.4%	-1.7%	-28.3%	/	21.7%	0.0%	-17.8%	i	6.6%

Look-ups from the entries so far:
C(=N\Nc1ccccn1)/c1ccc2c(c1)OCCO2 – Abeta yeast res: -17.6%
C[C@@H]1CN([C@@H](C)CO)C(=O)CCCn2nncc2CO[C@@H]1CN(C)C(=O)CCC(F)(F)F – PTHR1 agonist: -28.3%

Continuation.
SMILES	HEK293 tox	aSyn yeast inh	PTHR1 agonist	Mm-Cpn inhibitor	TDP43 rescue	Abeta yeast res	FUS yeast rescue	pAkt inh	GLP1R inv ag
Cn1cccc1Cc1nnc(SCC(=O)Nc2ccc3c(c2)OCO3)n1CCc1ccccc1	-18.3%	0.1%	-23.9%	1.0%	-2.0%	-2.5%	44.5%	i	?
COc1ccc(CNC(=O)C2CCN(S(=O)(=O)c3ccc4nc5c(c(C(=O)O)c4c3)CCCC5)CC2)cc1	4.4%&19.0%	-3.6%	29.4%	/	13.2%&5.8%	-9.0%&0.3%	21.4%&2.7%	i	4.3%&13.2%
N#Cc1c(N)sc(=S)c2c1CCCCC2	-19.3%	9.8%	?	-3.0%	1.7%	-4.6%	?	i	?
CC(OC(=O)CSc1ccccc1)C(=O)NC1CCCCC1C (stereo not given)	12.9%	2.6%	i	0.0%	0.0%	29.2%	13.4%	i	22.6%
CCn1c(NCc2c[nH]c3ccccc23)nc2ccccc21	-12.3%	-10.5%	i	/	12.2%	-4.0%	4.8%	i	?
